High-throughput results from PubChem.
SRC1 TRFRET art – TR-FRET detection interference compounds, primary screen, artefact control for PPARgamma SRC-1 recruitment agonists, biochemical, TR-FRET emission ratio. TR-FRET detection artefact counter-screen; stronger effect = higher value. 99,000 tested, 0.34% active. TR-FRET ratio at 8 µM; in the data active = TR-FRET ratio above about 2300; note: inactives centre near 1800
SRC3 TRFRET art – TR-FRET detection interference compounds, artefact control for PPARgamma SRC-3 recruitment agonists, biochemical, TR-FRET ratio; TR-FRET artefact counter-screen, PPARgamma/SRC-3 format; stronger effect = higher value; TR-FRET ratio at 8 µM; 99,000 tested, 0.39% active; in the data active = TR-FRET ratio above about 2000; note: inactives centre near 1600
Starred values were filed as active, the others as inactive. Only part of the results is shown; the hit share may differ from the screen's.

Start of the listing, in advance, 6 compounds:
structure | SRC1 TRFRET art | SRC3 TRFRET art
Cc1ccc(NC(=O)OCCN2CCN(S(=O)(=O)c3ccc(C)cc3)CCC2=O)cc1 | 1602 | 1558
CCOc1ccc(-c2nc3ccccc3c(=O)o2)cc1 | 1713 | 1406
C=C1C2C[C@H](O)C(C)(C)[C@@]2(O)[C@H](O)C[C@]23C[C@@](C)(O)[C@H](CC[C@H]12)[C@H]3O (stereo partly specified) | 1958 | 1734
CC(C)c1nc2c(c(=O)c3ccccc3n2C)c(=O)n1-c1ccc(F)cc1 | 1720 | 1643
C#CCOCCOCCOCCNc1nc(N2CCN(C(=O)[C@H](C(C)C)n3cc(CCO)nn3)CC2)nc(N2CCN(C(=O)[C@H](C(C)C)n3cc(CCO)nn3)CC2)n1 | 1502 | 1434
Cc1[nH]c2ccccc2c1C(=O)NS(=O)(=O)Nc1ccc(F)cc1 | 1757 | 1384

The list itself, repeating the preview:
structure | SRC1 TRFRET art | SRC3 TRFRET art
Cc1ccc(NC(=O)OCCN2CCN(S(=O)(=O)c3ccc(C)cc3)CCC2=O)cc1 | 1602 | 1558
CCOc1ccc(-c2nc3ccccc3c(=O)o2)cc1 | 1713 | 1406
C=C1C2C[C@H](O)C(C)(C)[C@@]2(O)[C@H](O)C[C@]23C[C@@](C)(O)[C@H](CC[C@H]12)[C@H]3O (stereo partly specified) | 1958 | 1734
CC(C)c1nc2c(c(=O)c3ccccc3n2C)c(=O)n1-c1ccc(F)cc1 | 1720 | 1643
C#CCOCCOCCOCCNc1nc(N2CCN(C(=O)[C@H](C(C)C)n3cc(CCO)nn3)CC2)nc(N2CCN(C(=O)[C@H](C(C)C)n3cc(CCO)nn3)CC2)n1 | 1502 | 1434
Cc1[nH]c2ccccc2c1C(=O)NS(=O)(=O)Nc1ccc(F)cc1 | 1757 | 1384
N#CCCN(Cc1cccnc1)C(=S)Nc1ccccc1Cl | 1659 | 1441
COc1ccc(COc2cc(-c3cccc(OC)c3)nc3ccc(NC(=O)c4ccc(Cl)cc4)cc23)cc1 | 1573 | 1560
Cc1cccc(NC(=O)Cn2c(=O)n(CCc3c[nH]c4ccccc34)c(=O)c3cccnc32)c1 | 1639 | 1441
COc1cc(OC)cc(C(=O)N(CCCN2C(=O)c3cccc4cccc(c34)C2=O)c2cccc(OC)c2)c1 | 1567 | 1518
COc1ccccc1C(=O)NCc1ccc(-c2nc3ccccc3s2)cc1 | 1687 | 1452
O=c1c2ccccc2nc(SCc2ccncc2)n1CC1CCCO1 (stereo unspecified) | 2045 | 1573
CCN(CC)c1ccc2cc(-c3nc(-c4ccc(OC)cc4)cs3)c(=O)oc2c1 | 1959 | 1790
CN1CC2CCCC3(C1)C(=O)NC1(CCCCC1)N=C23 (stereo unspecified) | 1768 | 1587
Cc1ccc(OCC(=O)NNC(=O)C2CCCO2)c(C)c1 (stereo unspecified) | 1779 | 1652
COc1cc(/C=C/C(=O)O)cc(S(=O)(=O)N2CCc3ccccc3C2)c1OC | 1806 | 1750
Cc1ccc(-n2c(SCC(=O)Nc3cccc(S(N)(=O)=O)c3)nc3ccccc32)cc1 | 1776 | 1580
C/C(=N\Nc1ccc(Cl)c(Cl)c1)c1ccc(-n2ccnc2)cc1 | 1962 | 1724
Cc1csc2nc(CNS(=O)(=O)c3ccc(-c4ccccc4)cc3)cn12 | 1867 | 1670
O=C(O)/C=C/c1ccc(-c2cccc(C(F)(F)F)c2)o1 | 1985 | 1713

Next part:
structure | SRC1 TRFRET art | SRC3 TRFRET art
CC1(C)C(=O)C2(CCCCC2)C(=O)OC1c1cccn1-c1ccc([N+](=O)[O-])cc1 (stereo unspecified) | 1565 | 1750
COc1cc(OC)cc(-c2n[nH]c(=S)n2-c2ccc3c(c2)OCO3)c1 | 2077 | 1596
CCOC(=O)c1c(NC(=O)CN2CCN(C(=O)c3ccco3)CC2)sc(C(N)=O)c1C | 1802 | 1708
O=C(c1ccc(Cl)c([N+](=O)[O-])c1)N1CCN(Cc2ccc3c(c2)OCO3)CC1 | 1896 | 1596
Cc1ccc(CNC(=O)C(=O)NCC2OCCN2C(=O)c2cccs2)cc1 (stereo unspecified) | 1702 | 1515
Cc1ccc(-c2csc(/C(C#N)=C/Nc3ccc4c(c3)OCCO4)n2)cc1 | 1645 | 1634
CCCN(CC1CC1)C(=O)CSc1nnc(-c2ccco2)n1N | 1814 | 1478
Cc1cccnc1NC(=S)NCc1ccco1 | 1748 | 1637
Cc1c(C(=O)Nc2cccc(N(C)S(C)(=O)=O)c2)cccc1[N+](=O)[O-] | 1718 | 1511
COc1ccc(NC(=O)Cc2cccs2)c(OC)c1 | 1763 | 1529
CCN(c1ccccc1)S(=O)(=O)c1ccc(Cl)c(C(=O)N(CC2CCCO2)C2CCS(=O)(=O)C2)c1 (stereo unspecified) | 1832 | 1587
Cc1ccc(N2C(=O)CC(NCC3CCCO3)C2=O)cc1 (stereo unspecified) | 1721 | 1662
NS(=O)(=O)c1ccc(CCNC(=O)c2ccc3nc4ccc(Cl)cc4c(=O)n3c2)cc1 | 1501 | 1551
O=c1[nH]c(N2CCN(Cc3ccccc3)CC2)nc2c1CCC2 | 1490 | 1438
CCC(C)C(=O)Nc1nnc(SCC(=O)Nc2ccccc2F)s1 (stereo unspecified) | 2026 | 1644
O=C(Nc1ccc2c(c1)C(=O)OC2)Nc1cccc2ccccc12 | 1981 | 1666
CC(=O)NNc1[nH]c2c(c(=O)c1[N+](=O)[O-])c(=O)n(C)c(=O)n2C | 1836 | 1499
O=C(CNCc1ccccc1)Nc1ccc(Oc2ccccc2)cc1 | 1938 | 1578
CCC(=O)Nc1ccc(Cl)c(NC(=S)NC(=O)COc2ccc(Cl)cc2)c1 | 1950 | 1579
Cc1ccc(NC(=O)NCCSc2ccc(C)cc2)cc1 | 1646 | 1704

Next section.
structure | SRC1 TRFRET art | SRC3 TRFRET art
CCOc1cc(CN2CCN(Cc3ccc(C)o3)C(CCO)C2)ccc1OC (stereo unspecified) | 1819 | 1396
O=S(=O)(c1ccc(-c2csc(-c3cccnc3)n2)cc1)N1CCOCC1 | 1651 | 1735
C=CCN(c1ccccc1)S(=O)(=O)c1cccc(C(=O)Nc2nnc(SCC)s2)c1 | 1864 | 1582
CC(=O)Nc1ccc(NC(=O)c2c(C)nn(-c3ccccc3)c2Cl)cc1C | 1676 | 1462
COc1ccccc1NC(=O)c1ccc(C(=O)c2ccccc2)o1 | 1679 | 1615
CCCNC(=O)CSCc1nc(-c2ccc(SC)cc2)oc1C | 1953 | 1897
O=C(O)Cc1ccc(NC(=O)Nc2cccc(Cl)c2)cc1 | 1471 | 1475
CCc1cccc2c(C(=O)COC(=O)c3ccc([N+](=O)[O-])s3)c[nH]c12 | 1792 | 1563
O=C(Nc1ccc(NC(=O)C23CC4CC(CC(C4)C2)C3)cc1)c1cc(F)c(F)cc1Cl | 1883 | 1685
O=C(CN1C(=O)NC2(CCc3ccccc32)C1=O)c1ccc2c(c1)OCCO2 (stereo unspecified) | 1951 | 1673
Cc1cc2c(cc1S(=O)(=O)N(C)c1ccccc1)NC(=O)CO2 | 1885 | 1570
CC(=O)OCC(=O)c1c[nH]c2ccccc12 | 1779 | 1647
COC(=O)CSc1nc(C)c2c(n1)CCCC2 | 1801 | 1691
CCN(CC)S(=O)(=O)c1ccc(OC)c(NC(=O)c2cc3c(=O)n4ccccc4nc3s2)c1 | 1542 | 1583
O=C(Nc1ccccc1)C1CCCCN1S(=O)(=O)c1ccccc1 (stereo unspecified) | 1765 | 1453
Brc1nc(Br)n(Cc2ccccc2)n1 | 1675 | 1372
CC(C)CCC(C(=O)O)C(C)CC(=O)NNC(=O)c1ccco1 (stereo unspecified) | 1665 | 1593
O=S(=O)(Cc1cc(NCc2ccccc2)nc(-c2ccccn2)n1)c1ccccc1 | 1668 | 1624
CN(C)/C=N/NC(=O)c1ccc(Cl)cc1 | 1804 | 1568
Cc1ccc(-c2nnn(CC(=O)N3CCCCC3)n2)o1 | 1645 | 1484

The list goes on:
structure | SRC1 TRFRET art | SRC3 TRFRET art
CC1CCCN(c2ccc(C(=O)NCc3ccco3)cc2[N+](=O)[O-])C1 (stereo unspecified) | 1766 | 1547
COCCn1c(C)cc(C(=O)CSc2cc(C)c3ccc(OC)cc3n2)c1C | 2062 | 1863
O=C(O)CSc1nnnn1C1CCCCC1 | 1818 | 1570
COc1ccc(-c2csc3nc(C(C)C)oc(=O)c23)cc1OC | 1786 | 1618
c1ccc(COC2CCCN(Cc3nc(-c4cnccn4)no3)C2)cc1 (stereo unspecified) | 1601 | 1263
CC(=O)NC1=NN(C(C)=O)C(C)(c2ccc3ccccc3c2)S1 (stereo unspecified) | 1874 | 1420
CCCc1cc2c(=O)c(-c3cscn3)c(C(=O)OCC)oc2cc1O | 1664 | 1647
O=C(Nc1nccs1)c1cncc(Br)c1 | 2076 | 1622
O=C(NCC1CCCO1)C(=O)NCC(c1ccco1)N1CCN(c2ccccc2F)CC1 (stereo unspecified) | 1608 | 1650
COc1ccc(CCN=C(N)NS(=O)(=O)c2ccc(OC)cc2)cc1 | 1900 | 1731
Cc1ccc(O)c(-c2cc(C(=O)NCc3ccc4c(c3)OCO4)[nH]n2)c1 | 1828 | 1490
CCC(Cc1ccccc1)n1c(=S)[nH]c2ccccc2c1=O (stereo unspecified) | 1725 | 1340
COc1ccc(C(=O)Nc2ccc(N3CCN(c4ccc(OC)cc4)CC3)c(C#N)c2)cc1 | 1482 | 1575
CCN(C(=O)COC(=O)c1cc(-c2ccccc2)nc2c1c(C)nn2-c1ccccc1)C1CCS(=O)(=O)C1 (stereo unspecified) | 1941 | 1442
CN(NC(=O)COc1ccccc1)c1ccccc1 | 1674 | 1388
Cc1cccc2cc(/C=N/NC(=O)c3ccccc3O)c(Cl)nc12 | 1920 | 1623
COc1ccc(OC)c(-c2c3c([nH]c(=S)c2C#N)CCCC3)c1 | 2339* | 2033
CCN(Cc1ccccc1)c1ccc(/C=N/N2CCOCC2)cc1 | 1973 | 1466
Cn1nccc1CNC(=O)c1c(Cl)cnn1C | 1635 | 1513
Cc1cc(C)n(/N=C/c2cccc([N+](=O)[O-])c2)c(=O)c1 | 1669 | 1521

Next section.
structure | SRC1 TRFRET art | SRC3 TRFRET art
O=C(O)c1cccc(-c2ccc(/C=N/NC(=O)c3cccnc3)o2)c1 | 1607 | 1631
Oc1ccc(-c2cn3cc(C(F)(F)F)ccc3n2)cc1 | 2273 | 1583
COc1ccccc1CNc1ccc2nnc(CCNC(=O)c3ccccc3)n2n1 | 1654 | 1589
Cc1ccc(S(=O)(=O)N2C(=O)C(C)SC2=Nc2ccccc2)cc1 (stereo unspecified) | 1764 | 1463
Cc1ccc(S(=O)(=O)Nc2ccccc2CNc2ccc(Br)cn2)cc1 | 1662 | 1576
Clc1nc(-c2n[nH]nc2Cl)n[nH]1 | 1788 | 1527
COc1ccc(NC(=O)CSc2nc3cccnc3n2C)cc1 | 2037 | 1512
CS(=O)(=O)N1CCN(c2ccccc2NC(=O)c2ccc([N+](=O)[O-])o2)CC1 | 1683 | 1470
COc1ccc(CCn2c(-c3ccc(C(C)(C)C)cc3)n[nH]c2=S)cc1OC | 1618 | 1414
CCC(=O)Nc1cc2nn(-c3ccc(OC)cc3)nc2cc1C | 1979 | 1710
Cc1ccc(Cn2c(SCC(=O)NCC3CCCO3)nc3c2c(=O)n(C)c(=O)n3C)cc1 (stereo unspecified) | 2042 | 1679
Cc1ccc(C(=O)COC(=O)c2cc(=O)[nH]c3ccccc23)cc1 | 1662 | 1480
Cc1cccc(N2CCC(N=CN(C)C)=N2)c1 | 1699 | 1458
COc1cc(OC)cc(C(=O)NCCN2C(=O)S/C(=C\c3cccs3)C2=O)c1 | 1902 | 1609
COc1ccc(C(=O)NNC(=O)CSc2nnc(-c3cccnc3)o2)cc1 | 1616 | 1697
CC(=O)c1ccc(NC(=O)/C(=C\c2ccccc2)NC(=O)c2ccco2)cc1 | 1880 | 1553
COc1ccc(/C=C(/NC(=O)c2cccc([N+](=O)[O-])c2)C(=O)O)cc1 | 1815 | 1564
Cc1cc(Cl)c(OCCCN2CCCCC2)c(Br)c1 | 1706 | 1674
O=C(CN1CCN(Cc2ccccc2)CC1)Nc1ccc(-n2cnnn2)cc1 | 1756 | 1565
CC(=O)N1CCN(c2ccccc2NC(=O)Cc2ccc(Cl)cc2)CC1 | 1544 | 1450

(continued)
structure | SRC1 TRFRET art | SRC3 TRFRET art
COc1ccc(Cl)cc1C(=O)Nc1nc2ccc(S(C)(=O)=O)cc2s1 | 1629 | 1304
O=c1c2ccccc2nnn1Cc1ccc(Br)cc1 | 1624 | 1476
CCC(C)(C)NC(=O)c1ccccc1Oc1ccccc1 | 1769 | 1612
CCOc1cc(NC(=S)NCCCOC)c(OCC)cc1NC(=O)c1cccs1 | 1729 | 1408
CCSc1ccccc1C(=O)N1CCN(c2ccc([N+](=O)[O-])cc2)CC1 | 1446 | 1597
N#C/C(=C(/O)c1cccs1)c1nnc2n1CCCCC2 | 1886 | 1484
O=C(NCc1ccccc1)C1=C[C@@H](c2csc3ccccc23)C[C@@H](OCc2ccc(CO)cc2)O1 | 2079 | 1715
CCN1CCCC1CNC(=O)c1cc2c(-c3cccc(OC)c3)nn(C)c2s1 (stereo unspecified) | 1870 | 1370
COc1cccc(/C=C/c2ccc3ccccc3n2)c1OC(C)=O | 2050 | 1643
O=C(C1=C[C@H](c2ccc3c(c2)OCO3)C[C@H](OCCCCO)O1)N1CCN(Cc2ccc3c(c2)OCO3)CC1 | 1816 | 1468
O=C(Nc1cccc(CCc2ccccn2)c1)c1ccc(Cl)cc1 | 1794 | 1704
CC(Sc1ncc(C(F)(F)F)cc1Cl)C(=O)NC(N)=O (stereo unspecified) | 2073 | 1559
O=C(COc1ccc(/C=N/NS(=O)(=O)c2ccccc2)cc1)N1CCOCC1 | 1926 | 1580
Cc1nonc1CN(C)C(=O)c1ccc(OC2CCN(Cc3ccccn3)CC2)cc1 | 1966 | 1759
CCOc1ccc(CN(C)CC(=O)Nc2cc(C)c(C)cc2[N+](=O)[O-])cc1 | 1713 | 1626
CCc1ccc(OCCOCC(O)CN(CCO)CCO)cc1 (stereo unspecified) | 1734 | 1602
CS(=O)(=O)N1CCN(c2ccc([N+](=O)[O-])c(NCc3cccnc3)c2)CC1 | 2005 | 1673
